Screening data: PubChem, National Center for Advancing Translational Sciences (NCATS)
L3MBTL1 inh: L3MBTL1 (human) inhibition; Q9Y468; AlphaScreen L3MBTL1–H3K9me1 peptide binding; Potency, µM (top dose mostly 57.1 µM), for inactives: top-dose activity, negative = inhibition, hits mostly inhibitors; 230,000 tested, 0.66% active; AID 485360; note: % is set by controls: 0 for no effect and ±100 for the full control effect; nearly all actives have a fitted effect of over 60% in size
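AlphaScreen proximity signal between nickel-chelate acceptor and streptavidin donor beads (final 10 ug/mL) reports binding of 50 nM L3MBTL1 to 75 nM biotin-H3 K9me1 peptide; complex incubated with compounds 30 min at room temperature; cefsulodin titration as control.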
TR SRC2 fluor cs: Texas Red fluorescence interference in TRb-SRC2 counter-screen | 280,000 tested, 0.29% active | AID 1479 | Potency, µM (doses to about 106 µM), inactives show top-dose fluorescence change, negative = quenching | TRb/SRC2 Texas Red total fluorescence interference; active = well fitted curve in either direction with a large enough effect; inconclusive = small, poorly fitted or top-dose-only effect; note: % is set by controls: 0 for no effect and ±100 for the full control effect
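Human TRb ligand-binding domain at 0.6 uM with 20 nM Texas Red SRC2 peptide in Tris buffer containing 1 uM T3 and 5% DMSO, incubated with compound 5 h at ambient temperature. Total fluorescence (555/632 nm) calculated as parallel + 2 × perpendicular.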
Tau fibril ThT: tau fibrillization inhibition (ThT binding); P10636; recombinant tau K18 P301L, heparin-induced fibrillization, ThT fluorescence; Potency, µM (titrated, usually from 57.4 µM), for inactives: top-dose activity, negative = inhibition, actives largely listed as inhibitors; 270,000 tested, 2.1% active; note: % is set by controls: 0 for no effect and ±100 for the full control effect; nearly all actives have a fitted effect of over 55% in size
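Recombinant human tau K18 fragment […] carrying P301L, 15 uM unlabeled plus 0.24 uM Alexa 594-labeled, was fibrillized with 20 uM heparin in 100 mM sodium acetate pH 7 for 6 hr at 37 C; 30 uM ThT fluorescence read after 1 hr.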
RECQ1 inh: inhibitors of human RECQ1 DNA helicase. P46063. RECQ1 DNA unwinding, red fluorescence kinetic read. Potency, µM (top dose mostly 57.3 µM), for inactives: at the highest dose activity, negative = inhibition, actives largely listed as inhibitors. 240,000 tested, 0.54% active. AID 2549;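 note: plate controls were vehicle for no effect and no enzyme for full effect; nearly all actives have a fitted effect of over 30% in size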
Target sequence (P46063 whole entry, looked up): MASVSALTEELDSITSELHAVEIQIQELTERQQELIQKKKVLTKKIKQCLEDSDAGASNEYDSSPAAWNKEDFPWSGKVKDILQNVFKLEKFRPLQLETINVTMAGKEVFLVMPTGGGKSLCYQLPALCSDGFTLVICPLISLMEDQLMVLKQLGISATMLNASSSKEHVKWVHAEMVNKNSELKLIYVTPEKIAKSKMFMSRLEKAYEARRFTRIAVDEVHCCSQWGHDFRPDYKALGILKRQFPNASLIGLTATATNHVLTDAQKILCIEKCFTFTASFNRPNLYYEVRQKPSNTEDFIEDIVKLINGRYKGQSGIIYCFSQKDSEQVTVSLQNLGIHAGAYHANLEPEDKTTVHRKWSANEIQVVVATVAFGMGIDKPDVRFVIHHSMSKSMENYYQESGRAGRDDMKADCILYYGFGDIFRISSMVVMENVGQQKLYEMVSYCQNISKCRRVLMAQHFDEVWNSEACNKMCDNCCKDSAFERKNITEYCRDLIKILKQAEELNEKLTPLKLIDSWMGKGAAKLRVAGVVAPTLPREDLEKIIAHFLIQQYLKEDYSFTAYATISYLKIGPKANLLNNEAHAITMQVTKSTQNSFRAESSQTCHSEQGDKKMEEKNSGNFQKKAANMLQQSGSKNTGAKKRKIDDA
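RECQ1T1 50 nM; forked duplex (20 bp + 30-nt ss tails) 200 nM, ATP 2 mM final; pH 8.0, 2 mM MgCl2, 2.5 ug/ml poly(dI-dC); 15 min compound preincubation; discontinuous kinetic read over 2 h at RT.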
Tau fluor cs: counter-screen for tau fibril formation inhibitors; tau K18 P301L (four-repeat tau fragment) Alexa594 fluorescence, heparin fibrillization; Potency, µM (series often up to 57.7 µM), inactives show at the top dose activity change, negative = decrease; AID 1463; 280,000 tested, 0.93% active; note: % is set by controls: 0 for no effect and ±100 for the full control effect; nearly all actives have a fitted effect of over 55% in size
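Human K18 P301L tau (15 uM unlabeled plus 0.24 uM Alexa 594-labeled, final) in 100 mM sodium acetate pH 7 was mixed with compound and 20 uM heparin and incubated 6 hr at 37 C.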
Tau FP inhib: blocks human tau fibril formation measured by polarization; Potency, µM (top dose mostly 57.7 µM), for inactives: top-dose activity, negative = inhibition, hits mostly inhibitors; 280,000 tested, 0.39% active; P10636; K18 P301L tau heparin fibrillization, Alexa594 FP, 6 h; note: % is set by controls: 0 for no effect and ±100 for the full control effect; nearly all actives have a fitted effect of over 55% in size
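Compound effects on tau fibrillization are measured by Alexa 594 fluorescence polarization (ex 555, em 632 nm). K18 P301L tau is used at 15 uM with 0.24 uM labeled tracer, and 20 uM heparin induces aggregation over 6 hr at 37 C.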
TRb-SRC2 inh: TRbeta-SRC2 interaction inhibition; P10828; TRbeta-SRC2 peptide binding, fluorescence polarization; receptor liganded with 1 µM T3; Potency, µM (series often up to 106 µM), for inactives: at the top dose activity change, negative = inhibition, most hits filed as inhibitors; 280,000 tested, 0.065% active;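 note: plate controls were bound peptide for no effect and peptide without receptor for full effect; nearly all actives have a fitted effect of over 50% in size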
Target sequence (P10828 whole entry, looked up): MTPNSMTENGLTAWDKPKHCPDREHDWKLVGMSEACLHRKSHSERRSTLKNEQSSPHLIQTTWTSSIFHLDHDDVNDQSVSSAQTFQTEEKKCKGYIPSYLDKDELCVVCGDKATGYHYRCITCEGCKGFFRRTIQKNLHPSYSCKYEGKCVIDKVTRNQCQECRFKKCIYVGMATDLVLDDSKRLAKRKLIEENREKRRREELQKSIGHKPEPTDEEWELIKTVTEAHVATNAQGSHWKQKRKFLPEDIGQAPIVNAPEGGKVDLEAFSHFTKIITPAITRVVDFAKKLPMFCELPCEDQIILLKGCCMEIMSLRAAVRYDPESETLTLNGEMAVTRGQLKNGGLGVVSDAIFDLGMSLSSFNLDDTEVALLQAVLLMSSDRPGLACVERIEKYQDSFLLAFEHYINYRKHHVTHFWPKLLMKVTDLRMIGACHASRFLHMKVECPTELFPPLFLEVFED
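Polarization signal, normalized between peptide-alone and full complex controls, measured compound effects on T3-liganded human TRb LBD (0.6 uM) binding 20 nM Texas Red SRC2 peptide after 5 hr.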
HTT cytoprotect: protects HTT-Q103 PC12 cells, measured by ATP | PC12 HTT-Q103 induced, cytoprotection, ATP luminescence, 40 h | Potency, µM (titrated, usually from 56.4 µM), for the others: cytoprotection (ATP increase), most hits filed as activators | 230,000 tested, 0.14% active | AID 1471;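 note: % of control where 0% means no effect; nearly all actives have a fitted effect of over 45% in size; toxic huntingtin expression switched on by the ecdysone agonist tebufenozide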
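Compounds added alongside 100 nM tebufenozide, which induces toxic Q103 huntingtin exon 1-GFP in stable PC12 cells; surviving cells quantified by luminescent ATP measurement. Medium: phenol red-free DMEM, 5% equine and 5% calf serum.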
An asterisk follows results filed as active; i = inactive; ? = inconclusive; nt = no result given; & = joins results of further samples; [ ] = dose if it differs, or a comment. Unless noted, calls come from the whole dose curve; as a rule, active = well fitted curve in the direction sought with a large enough effect; inconclusive = small, poorly fitted or top-dose-only effect, or another doubt; inactive = no such curve, though single readings can be large; an effect the other way counts as inactive or inconclusive. Potency is the fitted concentration of half-maximal effect. These rows are one share of the data, so the mix of outcomes need not match the whole.

# | molecule | L3MBTL1 inh | TR SRC2 fluor cs | Tau fibril ThT | RECQ1 inh
1 | CCOc1ccc(C(=O)Nc2ccc(N3CCN(S(C)(=O)=O)CC3)cc2)cc1[N+](=O)[O-] | 8.5% | -0.4% | ? | i
2 | COc1ccc(CNS(=O)(=O)c2ccccc2Br)cc1 | nt | -1.5%&-3.8% | 1.9% | i
3 | CCOc1ccc(N(C)S(=O)(=O)c2cc(-c3cnc(C)o3)ccc2OC)cc1 | nt | -2.1% | ? | nt
4 | S=C(Nc1ccccc1)Nc1ccccc1Br | 9.2% | -0.3% | -6.4% | -8.4%
5 | CCc1cccc(NC(=O)c2ccc(Cn3nc(C)cc3C)o2)c1 | -4.1% | -0.3% | -2.1% | -4.8%
6 | COc1cccc(NC2=CC(c3ccc(C(C)C)cc3)N(c3cccc(OC)c3)C2=O)c1 (configuration not stated) | nt | -14.3% | ? | nt
7 | CN(C)c1cc[n+](CC(=O)N2CCCc3ccccc32)cc1 | 11.9% | -0.6% | -5.9% | i
8 | CCN(C(=O)c1sc2nc3n(c(=O)c2c1C)CCCC3)c1ccccc1F | nt | 2.4% | ? | nt
9 | COc1cc(C(=O)NCCc2csc3nc(-c4ccccc4C)nn23)cc(OC)c1OC | nt | ? | -11.2% | nt
10 | Cc1ccccc1C(=O)Nc1cccc(C(=O)OCc2cc(=O)n3c4c(sc3n2)CCCC4)c1 | nt | -2.7% | ? | nt
11 | C[C@H]([C@@H](N)C(=O)N[C@@H](C(=O)O)[C@@H]1O[C@H](n2ccc(=O)[nH]c2=O)[C@@H](O)[C@H]1O)[C@@H](O)c1ccc(O)cn1 | -0.1% | -0.7% | 6.9% | -3.7%
12 | Cc1cccc(C(=O)N/N=C2/SCC(=O)N2Cc2ccccc2)c1 | 7.0% | -1.7% | 4.2% | i

# | Tau fluor cs | Tau FP inhib | TRb-SRC2 inh | HTT cytoprotect
1 | -9.0% | -1.2% | 1.3% | 7.6%[10 µM]
2 | -4.1% | -4.2% | 3.9%&1.7% | -6.6%[10 µM]
3 | -16.6% | 9.0% | 5.1% | nt
4 | -6.7% | -2.2% | -5.6% | 0.0%[10 µM]
5 | -5.2% | -0.6% | 6.0% | nt
6 | -21.7% | ? | -2.2% | nt
7 | -3.7% | 6.2% | 2.0% | -38.7%[inhibitor]
8 | -11.3% | ? | -6.2% | nt
9 | -7.1% | 3.1% | -21.9% | nt
10 | -20.8% | -8.9% | -4.3% | nt
11 | 1.8% | 8.5% | 4.7% | nt
12 | 3.9% | -1.4% | 0.3% | -16.5%[10 µM]

More structures.
# | molecule | L3MBTL1 inh | TR SRC2 fluor cs | Tau fibril ThT | RECQ1 inh
13 | COC(=O)c1ccc(N/C(C)=C/C(=O)c2ccc(C)o2)cc1 | 2.9% | -2.6% | ? | -4.1%
14 | Cc1[nH]c(=S)[nH]c(=O)c1Cc1ccc(OCC(C)C)cc1 | 4.9% | -0.5%[53 µM] | -4.9% | 14.2%
15 | NC(=Nc1ccc(N)cc1)C(N)=Nc1ccc(N)cc1 | 31.6µM* | -3.1% | 8.91µM* | i
16 | COc1ccc(-c2nnc(SCC(=O)NNC(=O)Cc3ccccc3)n2C)cc1OC | 8.9% | -2.1% | 0.8% | 3.8%
17 | O=C(Nc1ccccc1Oc1ccccc1)c1ccccc1F | 40.6%[activator] | 0.4% | -8.3% | -26.6%
18 | Cc1cc2c(cc1C)NC1(C(=O)Nc3ccccc31)C1=C(CC(C)(C)CC1=O)N2 (configuration not stated) | nt | -1.2% | -5.8% | 3.7%
19 | Cc1cccc(NC(=O)c2c(N)sc3c2CCC(C)C3)c1 (configuration not stated) | nt | -4.7% | 8.91µM* | nt
20 | CCOC(=O)c1c(NC(=O)c2cc(-c3ccc(Cl)cc3)on2)sc(C)c1C | nt | 3.9% | -0.9% | nt
21 | CC1CN(S(=O)(=O)c2ccccc2)C(C)CN1S(=O)(=O)c1ccccc1 (configuration not stated) | ? | -2.6% | 2.7% | -0.6%
22 | Cc1cc(C)nc(N2CCC(C(=O)NCc3ccccc3F)CC2)n1 | 5.0% | 0.4% | -3.0% | i
23 | C#CCOCCOCCOCCNc1nc(N2CCN(C(=O)[C@H]([C@@H](C)CC)n3cc([C@@H](N)CC(C)C)nn3)CC2)nc(N2CCN(C(=O)[C@H](CCCCN)n3cc([C@@H](N)C(C)CC)nn3)CC2)n1 (some centres not stated) | -11.5% | -1.7% | -5.0% | 5.5%
24 | Cc1ccccc1CN1C(=O)c2ccccc2Sc2ccc(C(=O)NC3CCCC3)cc21 | nt | -1.1% | 0.4% | nt

# | Tau fluor cs | Tau FP inhib | TRb-SRC2 inh | HTT cytoprotect
13 | -6.8% | 4.6% | -6.7% | -6.7%
14 | -2.8% | -4.8% | 0.2%[53 µM] | 17.4%[10 µM]
15 | ? | ? | 5.9% | 2.8%[10 µM]
16 | 2.9% | -0.1% | -1.9% | 13.0%[10 µM]
17 | -14.5% | -8.2% | -1.0% | nt
18 | -1.1% | 0.2% | -13.1% | 5.2%[0.074 µM]
19 | ? | -14.7% | 9.1% | nt
20 | -2.0% | -9.0% | -5.7% | nt
21 | 7.6% | 0.1% | -0.6% | -11.0%[10 µM]
22 | -0.8% | 1.0% | 4.9% | 1.4%[10 µM]
23 | 14.7% | 1.9% | -5.7% | 13.2%[10 µM]
24 | -7.2% | -12.5% | -6.2% | nt

Continued:
# | molecule | L3MBTL1 inh | TR SRC2 fluor cs | Tau fibril ThT | RECQ1 inh
25 | CC(=O)c1cnc2c(-c3cccc(Br)c3)cnn2c1C | 7.4% | -4.5% | -4.1% | -1.3%
26 | CCCCOc1ccc(CSc2n[nH]c(C)n2)cc1 | 5.2% | -2.1% | -11.9% | -2.0%
27 | Cc1ccc(OCCN2C(=O)c3ccccc3C2=O)c(C)c1 | 32.2%[activator] | -1.5% | -10.0% | -7.8%
28 | COC(=O)c1sccc1NC(=O)C1CC=CCC1C(=O)O (configuration not stated) | -6.4% | 1.8% | -7.2% | 2.1%
29 | COc1ccc(CNC(=O)CCCN2C(=O)c3cccnc3Oc3ccc(Cl)cc32)cc1 | nt | 5.8% | -3.1% | nt
30 | CCn1c2ccccc2c2nn(C)c(=N)nc21 | nt | -1.2% | 7.4% | i
31 | CCCC(=O)Nc1ccccc1-c1nnn(CC(=O)Nc2ccc(OC)cc2)n1 | -6.4% | -2.6% | 0.5% | -6.7%
32 | Cc1cc(C)nc(-n2nc(C)c3c2N(Cc2ccccc2F)C(=O)CC3c2ccc(Cl)cc2)n1 (configuration not stated) | nt | 9.5% | -11.2% | nt
33 | CC(NC(=O)Cc1ccsc1)c1ccc(S(N)(=O)=O)cc1 (configuration not stated) | 13.5% | -1.8% | -0.2% | i
34 | CCOC(=O)c1ccccc1NS(=O)(=O)c1ccc(OCC)cc1 | nt | -1.5% | -7.5% | -10.3%
35 | Cc1nc2nc(-c3ccco3)nn2c(C)c1Cl | -5.9% | 0.1% | -4.9% | 7.7%
36 | COc1ccc(CNc2nc3c(-c4cccc(C)c4)nnn3c3ccccc23)cc1 | nt | 0.6% | 7.9% | nt

# | Tau fluor cs | Tau FP inhib | TRb-SRC2 inh | HTT cytoprotect
25 | 3.5% | -6.9% | 7.4% | 12.9%[10 µM]
26 | -10.5% | -9.2% | 0.4% | 0.1%[10 µM]
27 | -16.7% | -2.3% | -15.3% | -6.9%[10 µM]
28 | -2.0% | -0.2% | 7.9% | 6.4%
29 | -9.5% | -0.7% | 4.4% | nt
30 | 7.3% | 8.8% | 2.1% | 10.6%
31 | -17.1% | -2.0% | -5.6% | 1.4%[1.9 µM]
32 | 6.1% | 9.9% | -11.3% | nt
33 | -0.3% | -7.2% | -17.0% | -10.3%[10 µM]
34 | -28.4% | -5.5% | 2.6% | -44.2%[10 µM]
35 | 1.8% | 2.6% | -6.4% | -6.5%
36 | -15.5% | -4.2% | 0.1% | nt

The list goes on:
# | molecule | L3MBTL1 inh | TR SRC2 fluor cs | Tau fibril ThT | RECQ1 inh
37 | CCC1CCCN1Cn1cnc2c([nH]c3ccc(Cl)cc32)c1=O (configuration not stated) | 6.2% | -2.8% | 0.9% | 5.7%
38 | O=C(NCc1ccc2c(c1)OCO2)C1CCN(S(=O)(=O)c2cccs2)CC1 | -2.8% | -7.2% | 5.4% | i
39 | Nc1ccc(Nc2ccncc2[N+](=O)[O-])cc1 | nt | -0.4% | -13.3% | -9.2%
40 | CC(C)C(=O)Nc1ccc(C(=O)NNC(=S)NC(=O)c2ccccc2[N+](=O)[O-])cc1 | 18.0% | -4.6% | -18.0% | i
41 | Cc1csc(C2=C(O)CN(CCc3ccccc3)C2=N)n1 | -5.3% | -8.6% | -7.9% | i

# | Tau fluor cs | Tau FP inhib | TRb-SRC2 inh | HTT cytoprotect
37 | 0.3% | 0.9% | 3.1% | nt
38 | 7.4% | 0.4% | 9.3% | -19.4%
39 | -11.6% | -1.5% | -13.2% | -3.5%
40 | -6.3% | -0.2% | -3.0% | 5.0%[10 µM]
41 | -6.3% | 9.2% | -0.3% | -20.9%

From compound 35 as far as 38, copied from above:
# | molecule | L3MBTL1 inh | TR SRC2 fluor cs | Tau fibril ThT | RECQ1 inh
35 | Cc1nc2nc(-c3ccco3)nn2c(C)c1Cl | -5.9% | 0.1% | -4.9% | 7.7%
36 | COc1ccc(CNc2nc3c(-c4cccc(C)c4)nnn3c3ccccc23)cc1 | nt | 0.6% | 7.9% | nt
37 | CCC1CCCN1Cn1cnc2c([nH]c3ccc(Cl)cc32)c1=O (configuration not stated) | 6.2% | -2.8% | 0.9% | 5.7%
38 | O=C(NCc1ccc2c(c1)OCO2)C1CCN(S(=O)(=O)c2cccs2)CC1 | -2.8% | -7.2% | 5.4% | i

# | Tau fluor cs | Tau FP inhib | TRb-SRC2 inh | HTT cytoprotect
35 | 1.8% | 2.6% | -6.4% | -6.5%
36 | -15.5% | -4.2% | 0.1% | nt
37 | 0.3% | 0.9% | 3.1% | nt
38 | 7.4% | 0.4% | 9.3% | -19.4%
